Bioassay records (PubChem)
GPR7 antag: human neuropeptides B/W receptor 1 antagonism. AID 1861. GPR7-expressing cells, fluorescence antagonist assay. actives 1.1% (n = 290,000). inhibition, % at 4.4 µM; in the data active means inhibition above about 16%, passing the limit was not always enough;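 further: cells stimulated with the agonist NPW; 0% = agonist with vehicle and 100% = vehicle without agonist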
IDE inh: inhibitors of human insulin-degrading enzyme in cells; inhibition, % at 5.59 µM; AID 434962; actives 0.41% (n = 320,000); HEK cells, FAbetaB cleavage, fluorescence polarization;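 active means percent inhibition above the average of all tested compounds plus 3 SD, set per screening campaign, cut at about 16% in these data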;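 further: IDE supplied by intact live HEK cells; FP after avidin binding of uncleaved biotin substrate so inhibition keeps polarization high; 0% = DMSO wells and 100% = 60 µM reference IDE inhibitor Ii1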
IMP-1 inh: inhibitors of Pseudomonas aeruginosa IMP-1 metallo-beta-lactamase | purified IMP-1, nitrocefin hydrolysis, epi-absorbance fluorescence | inhibition, % at 5.6 µM | actives 0.45% (n = 290,000) | AID 1556;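 active means inhibition above the mean plus 3 SD of all compounds in the same screening run, cut at about 4.5% in these data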;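 further: 0% = IMP-1 with DMSO and 100% = DMSO wells lacking enzyme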
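Material – recombinant IMP-1 enzyme, purified · Amount – IMP-1 0.2 nM before substrate addition · Medium – HEPES buffer pH 7.1 with ZnSO4 and Brij 35 · Timing – 25 °C, 15 min preincubation, 25 min reaction · Measured by – plate fluorescence quenching by hydrolysis product, ex 480/em 530 nm · Read-out – percent enzyme inhibition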
PfM18AAP inh: blocks P. falciparum M18 aspartyl aminopeptidase | recombinant PfM18AAP, H-Glu-NHMec fluorogenic cleavage | inhibition, % at 7.35 µM | actives 1.2% (n = 290,000);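 active means inhibition above the campaign mean inhibition over all tested compounds plus 3 SD, cut at about 28% in these data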;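 further: 0% = plate median of test compound wells and 100% = 2 mM ZnCl2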
PHOSPHO1 inh: PHOSPHO1 (human) inhibition; AID 1565; Q8TCT1; inhibition, % at 13.3 µM; recombinant PHOSPHO1, absorbance phosphatase assay; actives 1.1% (n = 290,000); in the data active means inhibition above about 60%
VIM-2 inhibitor: inhibitors of Pseudomonas aeruginosa VIM-2 metallo-beta-lactamase. purified VIM-2, nitrocefin hydrolysis, epi-absorbance fluorescence. inhibition, % at 5.6 µM. actives 0.89% (n = 290,000);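 active means inhibition above the mean of all tested compounds plus 3 SD, cutoff set per screening run, cut at about 7.5% in these data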;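 further: red hydrolysis product quenches plate fluorescence so inhibitors raise well fluorescence; 0% = enzyme with DMSO and 100% = DMSO without enzyme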
IDE act: IDE (human) activation, cell-based; activation, % at 5.96 µM; P14735; HEK cells, FAbeta-B cleavage, fluorescence polarization; 0% vehicle, 100% cell-free pure enzyme wells; actives 0.073% (n = 340,000);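 active means activation above the mean of all tested compounds plus 3 SD, set per screening campaign, cut at about 17% in these data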
p-CIP stab down: p/CIP protein destabilization. Q05BA5. F442A p/CIP-EGFP cells, EGFP fluorescence, 16 h. decrease of EGFP signal, % at 10 µM. actives 0.01% (n = 290,000);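 active means EGFP signal decrease of at least 30% at 10 µM or well 3 SD below plate mean, unless failing retest; inactive means the rest, including hits failing retest or dose response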; further: some compounds called inactive have numbers as strong as hits; many of its hits are not listed in these tables
Target sequence (Q05BA5 1-1403): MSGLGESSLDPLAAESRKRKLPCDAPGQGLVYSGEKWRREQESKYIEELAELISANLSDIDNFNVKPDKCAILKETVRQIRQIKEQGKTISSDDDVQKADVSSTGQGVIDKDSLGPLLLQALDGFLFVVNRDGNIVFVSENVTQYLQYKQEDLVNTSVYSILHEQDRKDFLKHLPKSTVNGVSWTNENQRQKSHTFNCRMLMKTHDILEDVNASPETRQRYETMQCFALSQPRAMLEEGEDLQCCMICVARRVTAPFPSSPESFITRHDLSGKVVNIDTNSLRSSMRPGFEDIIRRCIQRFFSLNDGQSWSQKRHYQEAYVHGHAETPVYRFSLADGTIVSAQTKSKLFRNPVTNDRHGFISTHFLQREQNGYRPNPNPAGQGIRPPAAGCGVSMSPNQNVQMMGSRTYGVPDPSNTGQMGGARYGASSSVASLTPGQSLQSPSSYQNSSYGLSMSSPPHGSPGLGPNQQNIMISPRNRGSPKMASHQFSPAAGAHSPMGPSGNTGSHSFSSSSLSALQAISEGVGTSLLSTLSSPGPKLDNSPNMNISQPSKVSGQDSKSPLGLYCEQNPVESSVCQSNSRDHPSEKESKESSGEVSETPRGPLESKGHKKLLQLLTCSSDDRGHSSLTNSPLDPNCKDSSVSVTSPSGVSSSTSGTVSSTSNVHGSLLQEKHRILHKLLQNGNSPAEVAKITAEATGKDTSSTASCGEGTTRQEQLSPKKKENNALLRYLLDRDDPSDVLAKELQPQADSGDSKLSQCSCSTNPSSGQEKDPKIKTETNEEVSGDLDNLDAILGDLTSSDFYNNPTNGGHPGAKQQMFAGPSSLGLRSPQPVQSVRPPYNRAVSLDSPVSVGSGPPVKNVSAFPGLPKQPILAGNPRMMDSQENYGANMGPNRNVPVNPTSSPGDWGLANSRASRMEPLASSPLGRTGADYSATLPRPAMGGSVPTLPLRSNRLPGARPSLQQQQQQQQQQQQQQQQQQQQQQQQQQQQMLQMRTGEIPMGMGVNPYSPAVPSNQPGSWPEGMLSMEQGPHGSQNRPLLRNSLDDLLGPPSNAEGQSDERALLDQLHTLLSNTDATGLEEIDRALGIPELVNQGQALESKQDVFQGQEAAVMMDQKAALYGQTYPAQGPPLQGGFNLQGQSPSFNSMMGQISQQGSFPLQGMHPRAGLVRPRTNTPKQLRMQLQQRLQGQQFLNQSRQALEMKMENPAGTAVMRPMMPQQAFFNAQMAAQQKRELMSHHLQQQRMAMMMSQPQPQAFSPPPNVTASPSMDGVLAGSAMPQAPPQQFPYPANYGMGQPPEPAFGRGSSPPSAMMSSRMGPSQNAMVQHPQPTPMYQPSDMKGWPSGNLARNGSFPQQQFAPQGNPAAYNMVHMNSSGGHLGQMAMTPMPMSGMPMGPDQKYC
NALP1 yeast inh: inhibitors of NALP1 inflammasome in yeast; S. cerevisiae NALP1/ASC/caspase-1 growth, X-gal OD620, 72 h; inhibition, % at 10 µM; actives 0.61% (n = 280,000); in the data active means inhibition mostly above about 24%, no sharp cut-off; inactive means mostly below about 32%; further: some compounds called inactive have numbers as strong as hits
Starred values were filed as active, the others as inactive; . = no result given.

Each structure is followed by: IDE act	PfM18AAP inh	p-CIP stab down	PHOSPHO1 inh	IDE inh	GPR7 antag	VIM-2 inhibitor	IMP-1 inh	NALP1 yeast inh
> COc1ccc(NC(=O)CN2CCC(NC(=O)C3CCCCC3)CC2)c([N+](=O)[O-])c1
    5	-13	-6	-6	0	-2	-0.8	-0.3	19
> C=CCN(c1cccc(C(F)(F)F)c1)S(=O)(=O)c1cccc(C(=O)OCC(=O)NCCC)c1
    1	3	-11	-2	-2	-13	-1.2	-5.0	32
> C=CCn1c(SCC(=O)C23CC4CC(CC(C4)C2)C3)nc(O)cc1=O
    .	-3	-13	25	-2	-5	-2.6	-1.6	11
> Cc1ccc2c(c1)C(SCC(=O)NCCc1ccccc1)CC1(CCCC1)O2 (configuration not stated)
    6	-2	15	6	1	-11	1.5	1.2	22
> NC(=S)NNC(=S)Nc1ccccc1
    -1	42*	-5	6	1	-3	-5.4	-3.6	7
> COc1ccc(OC)c(C(C(=O)NC2CCCCC2)N(C(=O)c2snc(C(N)=O)c2N)c2ccccc2OC)c1 (configuration not stated)
    -1	-10	-8	40	4	9	2.6	-2.7	-156
> COc1ccc(S(=O)(=O)N2CCCC2C(=O)Nc2nnc(-c3cccnc3)s2)cc1 (configuration not stated)
    -6	-10	10	16	1	-4	-4.0	-1.5	26
> Cn1c(N)c(C(=O)Nc2ccccc2F)sc1=S
    6	9	-7	28	2	-9	-3.2	-1.3	-7
> CNS(=O)(=O)c1ccc(NC(=O)c2nc3nc(C)cc(C(F)F)n3n2)cc1
    .	-6	-12	9	.	-10	-3.0	-4.2	0
> CN=C1c2ccccc2CN1c1cccc(C(=O)OC)c1
    1	2	-3	14	1	-3	-2.2	-3.2	26
> CCC(CC)C(=O)NCCc1ccc(OC)cc1
    7	-6	-9	-1	-5	-4	-1.5	0.6	4
> N#C/C(=C\c1ccccc1)C(=O)Nc1cccnc1
    8	2	3	36	0	-5	-3.2	-4.1	-4
> Cc1ccn2c(-c3csc(NCc4ccco4)n3)c(C)nc2c1
    5	18	-4	43	0	-7	-1.5	-4.4	5
> CC(C)N(Cc1nccn1C)C(=O)c1ccc(OC2CCN(C(=O)C3CC3)CC2)cc1
    3	-7	-8	-5	3	-6	0.4	-3.2	7
> NC(=O)CN(c1ccc([N+](=O)[O-])cc1)S(=O)(=O)c1ccccc1
    3	-7	-10	17	-1	18	-2.1	-1.2	13
> O=C(Nc1c[nH]c(=O)[nH]c1=O)c1cccc([N+](=O)[O-])c1
    2	3	1	39	.	-6	-2.1	-5.5	7
> O=C(c1ccc(Cl)c(S(=O)(=O)N2CCCCC2)c1)N1CCN(Cc2ccccc2)CC1
    -4	-3	0	-26	6	-3	0.3	-0.2	0
> COC(=O)c1c(-c2c(Cl)cccc2Cl)noc1NC(=O)NN1CCOCC1
    1	-10	-8	34	4	-13	0.7	-3.1	22
> Cn1cnnc1SCC(=O)Nc1ccccc1C(=O)NC1CC1
    4	-12	-8	-6	-2	3	-2.5	-1.6	16
> c1ccc(-c2cn3nc4c(nc3n2)CCCC4)cc1
    5	6	3	11	-4	-4	-6.3	-5.7	36
> Cc1ccc(S(=O)(=O)NCc2nc3nc(C)cc(C)n3n2)c(C)c1
    0	-2	4	23	6	-9	-1.7	-2.0	-2
> CCCCNC(=O)c1onc(CSc2cccc(OCC)c2)c1C(=O)O
    -3	2	-4	25	-1	-8	-0.8	-2.4	4
> CN(CC(=O)Nc1ccccc1Cl)CC(=O)Nc1c(F)cccc1F
    1	-7	3	-22	0	-4	-3.1	-0.3	3
> O=C(COC(=O)/C=C/c1ccc(Cl)cc1)NCCC1=CCCCC1
    2	-1	-3	-18	0	-4	-2.2	-2.1	10
> Cc1ccc2c(c1)NC(=O)C(CC(=O)NCCCN1CCN(c3cc(C)ccc3C)CC1)O2 (configuration not stated)
    -3	-4	-3	7	-2	13	-5.1	-4.4	-2
> O=c1oc(Cc2ccccc2)nc2ccccc12
    -1	-1	6	29	2	-9	-1.7	-2.2	31
> COCCSc1nnc(NC(=O)C2CC(=O)N(C3CCCC3)C2)s1 (configuration not stated)
    0	4	0	37	-2	-6	-5.3	-3.8	6
> CC1CCN(C(=O)CSc2nnc(CNC(=O)COc3ccc(Cl)cc3)o2)CC1
    -2	-3	2	13	-1	-8	7.2	35*	4
> OCCCc1nc2n(n1)C(c1ccccc1Cl)C=C(c1cccs1)N2 (configuration not stated)
    -4	6	-7	3	4	4	-2.5	-3.1	25
> CCN1CCN(Cc2nc3c(c(=O)n(C)c(=O)n3C)n2Cc2ccccc2Cl)CC1
    .	-6	-11	4	.	-5	0.2	-1.2	0
> CCc1nnc(NC(=O)CSc2nnc(-c3ccccc3O)n2CC)s1
    1	-1	-4	11	-1	10	-3.6	-2.1	0
> COc1ccc(-c2cc3c(=O)n(CC(=O)NCc4ccc(F)cc4)ncn3n2)cc1
    3	-2	-5	-135	1	-7	-2.2	-2.2	10
> CCOC(=O)c1cc2nc(Nc3ccc(OC)cc3)sc2s1
    5	-3	3	-7	4	-6	-2.6	-3.6	7
> COc1cccc(C(=O)Oc2cccc(N3C(=O)C4C5CC(C(Br)C5Br)C4C3=O)c2)c1 (configuration not stated)
    -5	-8	-16	12	-4	2	-0.1	-1.6	32
> CC(=O)c1ccc(Cc2ncc(C(F)(F)F)cc2Cl)s1
    3	3	5	-6	-1	-10	-0.6	-1.5	29
> COc1cccc(OCc2cc(C(=O)N3CCN(C4CCCC4)CC3)no2)c1
    -1	-10	-17	3	1	-10	0.5	0.1	20
> CCOC(=O)N1CCC(NC(=O)COc2cc(=O)n(C)c3ccccc23)CC1
    1	-4	-15	-9	2	-9	-1.0	-3.5	-9
> CSc1nc(-c2ccco2)nn1C(=O)c1ccco1
    4	18	-5	-6	0	12	-0.2	1.2	14
> COc1ccc(CCNC(=O)C(=O)Nc2ccc3c(c2)OCCO3)cc1OC
    -1	-6	-5	-29	3	-14	1.1	-2.2	1
> O=C(CSc1nc2ccccc2s1)N1N=C(c2cccs2)CC1c1ccc(F)cc1 (configuration not stated)
    2	-4	1	-1	0	-11	-1.7	-1.8	12
> CCn1c(SCC(=O)Nc2ccc(F)cc2)nnc1C1CC1
    5	-2	-13	44	2	4	-2.8	-2.1	12
> O=C(CN(C1CCCCC1)S(=O)(=O)c1ccc(Br)cc1)NCc1ccncc1
    -7	-1	12	12	7	18	1.5	-0.2	0
> Cc1cc(NCCCN2CCOCC2)n2ncc(-c3ccc(Cl)cc3)c2n1
    -4	-6	11	13	4	3	-0.9	-2.6	8
> COc1cc(-c2ccc(NC(=O)CN3CCC(C)CC3)c(OC)c2)ccc1NC(=O)CN1CCC(C)CC1
    1	-1	1	-4	.	-14	-1.6	-2.3	32
> CS(=O)(=O)N1CCCC(C(=O)Nc2ccccc2C(F)(F)F)C1 (configuration not stated)
    6	0	10	45	3	4	-0.2	-1.2	17
> COC(=O)CNC(=O)c1cn(CC(C)C)c(=O)c2cc(OC)c(OC)cc12
    0	1	4	5	4	5	3.0	0.1	-7
> COc1ccc(/C=C/C(=O)NC(=S)NNC(=O)c2cccs2)cc1OC
    4	4	12	-72	-3	-6	-2.7	-1.6	.
> COc1cccc(C(=O)NC(=S)Nc2ccc3[nH]c(=O)[nH]c3c2)c1
    2	15	2	22	-5	-3	-5.0	-1.9	-9
> CSc1nc(C)cc(OCC(=O)N2CCOCC2)n1
    5	2	-19	17	6	-13	-2.4	-0.8	10
> CC1CCN(c2nnc(N3CCC(C)CC3)c3ccccc23)CC1
    2	-7	-19	24	-2	-14	-1.7	-2.8	-8
> Cc1cc(C)c(C(=O)N2CCCC(CNS(=O)(=O)N(C)C)C2)o1 (configuration not stated)
    4	-9	-4	12	-4	-2	0.3	-0.6	15
> O=C(CCCCCNC(=O)c1ccccc1)N/N=C/c1ccc(O)cc1O
    4	1	-4	2	7	-7	-0.1	-0.8	22
> CC(=O)c1ccccc1OCC(O)CN1CCN(CCN2C(=O)c3cccc4cccc(c34)C2=O)CC1 (configuration not stated)
    3	3	2	12	-2	-5	4.8	-0.8	14
> O=C(CCN1CCCCCC1)Nc1ccc(F)c(F)c1
    7	7	3	1	-7	-7	1.1	-1.0	16
> O=C(CSc1nc2ccccc2[nH]1)NC1CCCc2ccccc21 (configuration not stated)
    -1	-3	-9	8	0	-11	-1.1	-1.3	27
> CCOC(=O)C1CCN(C(=O)CCNC(=O)Cn2ccc3ccccc3c2=O)CC1
    1	-7	-9	2	6	-11	-2.9	-1.7	10
> NC(=O)c1cccnc1Nc1cccc(F)c1
    5	2	4	9	2	-4	-3.1	-1.9	35
> Cc1ccc2nc(NC(=O)[C@H](C)N3C(=O)C4CC=CCC4C3=O)sc2c1 (some centres not stated)
    -2	5	-5	37	5	20	-2.7	-1.0	-18
> Cc1ccnc(SCCn2c(N3CCCCC3)nc3c2c(=O)[nH]c(=O)n3C)n1
    .	4	2	-7	.	1	-3.6	-3.4	0
> COc1ccc(-c2nc(CSCC(=O)N3CCN(C(=O)c4ccco4)CC3)c(C)o2)cc1OC
    0	-5	-15	-1	1	1	1.7	0.5	-3

(next part)
Each structure is followed by: IDE act	PfM18AAP inh	p-CIP stab down	PHOSPHO1 inh	IDE inh	GPR7 antag	VIM-2 inhibitor	IMP-1 inh	NALP1 yeast inh
> COc1ccc(/C(C)=N/Nc2ccccc2Cl)c(O)c1
    -7	7	-4	49	2	4	-1.6	-2.4	-14
> c1ccc2[nH]c(CN3CCCCC3)nc2c1
    1	0	5	12	-2	4	-6.7	-1.8	7
> Cc1ccc(NC(=O)C(Nc2ccccc2)c2ccccc2)cc1 (configuration not stated)
    3	-2	-8	-9	-4	-6	-1.4	-1.6	.
> CN(C)c1ncc(S(=O)(=O)c2ccc(Cl)cc2)c(-c2ccc(Cl)cc2Cl)n1
    -1	-8	-15	-1	3	-22	0.5	-0.7	12
> C/C(=N/NC(=O)c1ccco1)c1ccc(Br)s1
    3	1	1	41	.	7	-1.2	-1.4	17
> CCCCOCCCNC(=O)c1ccc(NC(C)=O)cc1
    4	1	-7	-18	1	0	-1.2	-3.9	18
> S=c1[nH]nc(COc2ccc(Cl)cc2)n1Cc1ccco1
    1	12	-10	36	5	5	-3.7	-4.5	-1
> CCc1nnc(NC(=O)CCC(=O)N2CCN(Cc3cc(F)ccc3OC)CC2)s1
    4	11	-5	5	1	-11	-1.4	-2.8	21
> COc1ccc(CSc2nncn2N)cc1Br
    4	6	-3	12	10	-12	-1.2	-3.3	20
> CCc1ccc(OCC2c3cc(OC)c(OC)cc3CCN2C(=S)NCCOC)cc1 (configuration not stated)
    4	-8	-28	-23	-1	-2	-1.6	-3.7	3
> CCn1c(=O)n(CC)c2cc([N+](=O)[O-])ccc21
    -2	-7	-7	-148	5	-12	-2.4	-3.5	-5
> Cc1c(C(=O)NCCCN2CCCC2=O)oc2ccccc12
    -2	-4	4	10	-1	-10	-2.2	-2.3	18

Two records drawn at random from those above:
Each structure is followed by: IDE act	PfM18AAP inh	p-CIP stab down	PHOSPHO1 inh	IDE inh	GPR7 antag	VIM-2 inhibitor	IMP-1 inh	NALP1 yeast inh
> CCCCOCCCNC(=O)c1ccc(NC(C)=O)cc1
    4	1	-7	-18	1	0	-1.2	-3.9	18
> c1ccc2[nH]c(CN3CCCCC3)nc2c1
    1	0	5	12	-2	4	-6.7	-1.8	7
